High-throughput results (PubChem BioAssay)
PhoP inhibition = inhibitors of PhoP regulon expression, primary screen, Salmonella Typhimurium, GFP reporter (AID 1863) | inhibition, % at 50 µM, or IC50 in µM where a hit was titrated | S. Typhimurium PhoP-regulated promoter GFP reporter, 4 h; higher % means a stronger effect | 300,000 compounds, 0.16% hits;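 active = inhibition over 29.93%, a cutoff 3 SD above the screen mean, later confirmed by dose response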;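 also: 0% = low Mg2+ inducing control and 100% = high Mg2+ repressing control; strong numbers were not always called active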
SIAH1 antagonists = Siah-1 peptide-binding antagonists, primary screen, biochemical, fluorescence polarization, rhodamine-plectin, uHTS (AID 1817). 290,000 compounds, 0.02% hits. displacement, % at 20 µM, or IC50 in µM where a hit was titrated. Siah-1 / rhodamine-plectin peptide fluorescence polarization; higher % means a stronger effect;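 active = displacement of at least 50% at 20 µM, with a fluorescence ratio check between 0.3 and a set limit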;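 also: plate controls were Siah plus tracer with DMSO for no effect and tracer alone without Siah for full effect; strong numbers were not always called active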
human PMI inhibitors = human PMI inhibitors, high substrate, primary screen, biochemical, fluorescence intensity, high mannose 6-phosphate (AID 1220); recombinant PMI enzyme, coupled fluorescence intensity; higher % means a stronger effect; 190,000 compounds, 0.66% hits; inhibition, % at 20 µM, or IC50 in µM where a hit was titrated
WT yeast gro inh = growth inhibition of WT strain, primary screen, mitochondrial fusion inhibitor project, WT and mutant strains, chemical genetic. mitochondrial fusion phenotypic screen. inhibition, % at 10 µM. 190,000 compounds, 2.1% hits. AID 1362, 2008; in the data active = inhibition above about 58%; tested in S. cerevisiae
XIAP antagonists = XIAP antagonists, biochemical, IAP family, fluorescence polarization (AID 1018). XIAP BIR domain, fluorescence polarization peptide displacement; higher % means a stronger effect. displacement, % at 20 µM; hits with a dose series show IC50 in µM. 200,000 compounds, 0.007% hits; in the data active = displacement above about 50%; also: a part of the inactive calls stands beside numbers as strong as those of hits
TNAP activation fold = human TNAP enzyme activators, primary screen, biochemical, luminescent, no phosphate acceptor, uHTS (AID 1001); 200,000 compounds, 0.03% hits; purified TNAP, luminescent activation assay, no phosphate acceptor; higher activation fold means a stronger effect; activation fold at 20 µM, or EC50 in µM where a hit was titrated; in the data active = activation fold from about 3, or a potency from the dose series; inactive = the rest, 99 in 100 with activation fold below about 1.6; also: many of its hits are not listed in these tables
RSV antiviral HEp-2 = RSV antiviral activity via CPE protection, HEp-2 cells, primary 10 µM value included (AID 2391); HEp-2 cells, RSV-induced CPE inhibition; higher % means a stronger effect; one-dose CPE inhibition, % at 10 µM; IC50 in µM for titrated hits; 310,000 compounds, 0.13% hits; in the data active = a potency from the dose series; also: strong numbers were not always called active
Myeloid diff MLP = induction of myeloid progenitor differentiation, primary screen, cell-based, flow cytometry, MLPCN library; AID 624256, 2012; 360,000 compounds, 1% hits; calls only at 10 µM; ER-HoxA9 myeloid progenitors, lysozyme-GFP differentiation;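 active = normalized GFP-positive differentiation at or above the plate's own cutoff, the solvent-only control mean plus 3 SD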;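 also: cells exposed to compound for four days before flow analysis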
PMI inhibitors = inhibitors of human PMI, primary screen, biochemical, fluorescence intensity, coupled assay (AID 1209); Mannose-6-phosphate isomerase (Homo sapiens); purified PMI enzyme, coupled fluorescence intensity; higher % means a stronger effect; inhibition, % at 20 µM; hits with a dose series show IC50 in µM; 190,000 compounds, 0.42% hits;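 also: plate controls were DMSO vehicle for no effect and wells lacking substrate for full effect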
WT yeast gro inh mutant strain = further read-out of WT yeast gro inh, marked with its call; inhibition, %; mitochondrial fusion phenotypic screen, mutant strain inhibition
Myeloid diff MLP GFP+ MAC1+ % = further read-out of Myeloid diff MLP, marked with its call; GFP+ MAC1+ double positive, %; measured here: differentiation confirmed by MAC1 staining
Active calls of the source: *; i = inactive; . = no result given. Rule as the data show it, unless noted: active = inhibition above about 50%; inactive = the rest. This is a random part of the collection; overall some 3.1% were active at least once.

SMILES | Myeloid diff MLP | PMI inhibitors | SIAH1 antagonists | PhoP inhibition | WT yeast gro inh mutant strain | TNAP activation fold | RSV antiviral HEp-2 | WT yeast gro inh | XIAP antagonists | human PMI inhibitors | Myeloid diff MLP GFP+ MAC1+ %
O=Cc1cn(CCOc2ccccc2F)c2ccccc12 | i | . | 14% | 12% | . | . | 8.1% | . | . | . | 0.3
O=C(N/C=N/OCc1ccc(Cl)cc1Cl)NOCc1ncc(C(F)(F)F)cc1Cl | . | 29% | 1% | -6% | 9.1* | 1 | 1.3% | 69* | -0.7% | 19% | .
O=C(N/N=C/c1ccc([N+](=O)[O-])cc1)c1cccc2cc[nH]c12 | i | -10% | 0% | -4% | 7 | 1 | 2.6% | 0 | -5.9% | -10% | 0.0
CC(=O)c1cccc(NC(=O)Nc2ccc(C)cc2)c1 | i | -3% | 7% | 3% | -11 | 1.1 | 5.8% | -7 | -5.6% | -3% | 0.3
Cc1ccc(N(CC(=O)Nc2cccc(N(C)S(C)(=O)=O)c2)S(C)(=O)=O)cc1 | i | -1% | -1% | 12% | -23 | 1 | -0.3% | 1 | -10% | -5% | 1.0
O=C(c1ccc(COc2ccccc2[N+](=O)[O-])o1)N1CCCCC1 | i | -7% | 0% | 9% | 5 | 1 | 1.8% | 17 | -8.6% | 2% | 4.0
Cc1cccc2cc(CN(CCN(C)C)C(=S)Nc3ccccc3)c(=O)[nH]c12 | i | 6% | -8% | -3% | 9 | 1.1 | 0.3% | -4 | -2.5% | -2% | 1.0
O=C(CSc1nnc(SCc2ccc(Cl)cc2)s1)N/N=C/c1ccccc1C(=O)O | i | . | 13% | -2% | . | . | -1.7% | . | . | . | 0.5
CCCC1=C([O-])C2N=CC=CC2=[N+](c2ccccn2)C1=O (stereo not given) | i | 0% | 8% | -7% | 10 | 1 | 1.2% | 5 | -2.4% | 2% | 1.7
Cc1noc(C)c1C(=O)NCCCN1CCCC1=O | i | 11% | -3% | 21% | 0 | 1.1 | 2.0% | -8 | -3.8% | 8% | 6.5
O=C(COC(=O)/C=C/c1ccco1)NCc1ccco1 | i | -11% | 26% | 5% | 14 | 1.1 | 0.2% | -33 | -5.4% | -10% | 0.9
Cc1ccc(C)c(N2CCN(S(=O)(=O)c3ccc4c(c3)CC(C)N4C(=O)C3CC3)CC2)c1 (stereo not given) | i | . | 10% | -3% | . | . | 1.9% | . | . | . | 5.0
O=C(O)c1cc(-c2ccc(/C=N/NC(=S)Nc3ccccc3)o2)ccc1Cl | i | -2% | -2% | -10% | 8 | 0.8 | -0.3% | 17 | -4.7% | 6% | 0.2
CC(c1nnnn1C1CCCCC1)N(Cc1ccccc1)Cc1cccnc1 (stereo not given) | i | -1% | 0% | -12% | 0 | 1 | 3.8% | 3 | 0.1% | -4% | 0.7
C/C(=N/NC(=O)c1ccc(-c2ccccc2)cc1)c1cccc(O)c1 | i | . | 11% | 0% | . | . | 0.7% | . | . | . | 1.4
CC(Sc1nc(NCc2ccccc2)nc(N2CCOCC2)n1)C(=O)Nc1ccccc1 (stereo not given) | i | 14% | 2% | -8% | -1 | 1.2 | 1.6% | 7 | -2.4% | 12% | 0.9
CC(C)CN1C(=O)c2ccc(C(=O)NCc3ccc4c(c3)OCO4)cc2C1=O | i | -2% | 3% | -2% | -14 | 1.2 | -0.1% | 3 | -3.8% | -4% | 0.6
CC(C)Nc1nnc(SCc2cc(=O)n3ccsc3n2)s1 | i | -4% | -6% | -4% | -23 | 1 | 17% | -6 | -5.2% | -5% | 0.3
NC(=O)CSc1nnc(NC(=O)C23CC4CC(CC(C4)C2)C3)s1 | i | . | 1% | -2% | . | . | 6.1% | . | . | . | 0.6
CCOc1ccccc1NC(=O)C(C)SCc1ccccc1 (stereo not given) | i | . | 9% | -4% | . | . | 2.9% | . | . | . | 0.1
O=C(CSc1nc2ccccc2[nH]1)c1ccc2c(c1)OCO2 | i | -17% | 1% | -6% | 19 | 1.2 | 6.9% | 19 | -2.7% | -38% | 1.4
CC1CCCCC1N=C1NC(C)(C)CS1 (stereo not given) | i | -4% | 1% | 3% | 4 | 1.1 | -0.7% | 3 | -2.2% | 3% | 0.3
CCN(CC)S(=O)(=O)c1cc(NC(=O)COC(=O)Cn2cnc3ccccc32)ccc1C | i | 0% | 5% | -8% | -15 | 1.1 | 0.9% | -7 | -8.5% | 3% | 0.4
C/C(=N\NC(=O)c1cc(C)oc1C)c1ccc(N2CCOCC2)cc1 | i | -13% | 4% | -2% | 3 | 1.1 | 1.0% | -11 | -6.2% | -7% | 0.6
CC1CCC(NC(=O)C2c3ccccc3C(=O)N2CCCN2CCOCC2)CC1 (stereo not given) | i | 1% | 6% | -8% | 12 | 1.3 | -0.4% | 16 | -2.9% | -5% | 0.6
C=CCN1C(=O)C(O)(CC(=O)c2ccccn2)c2ccccc21 (stereo not given) | i | 6% | 7% | 9% | -1 | 1.1 | -0.2% | -7 | -2.8% | 1% | 1.2
Cc1nnc(NC(=O)CSc2nnc(-c3ccoc3C)n2CC(C)C)s1 | i | -8% | 0% | 4% | -15 | 0.9 | 0.5% | -3 | -2.9% | -18% | 0.8
Cc1ccc2nc(-c3ccc(NC(=O)CCS(=O)(=O)c4ccccc4)cc3)sc2c1 | i | 16% | 12% | -4% | 26 | 1 | 46% | -12 | -12% | 9% | 0.0
COc1ccc(-c2c3c(nc4sc5c(Cl)nc(C)nc5c24)CCC3)cc1 | i | 3% | 4% | -6% | 13 | 1.1 | 13% | 5 | -1.3% | 4% | 0.4
N#CC(C(=O)NCc1ccco1)c1nc2ccccc2nc1N1CCOCC1 (stereo not given) | i | 21% | -2% | -7% | 22 | 1 | 4.9% | 46 | -1.1% | 18% | 1.0

Next section.
SMILES | Myeloid diff MLP | PMI inhibitors | SIAH1 antagonists | PhoP inhibition | WT yeast gro inh mutant strain | TNAP activation fold | RSV antiviral HEp-2 | WT yeast gro inh | XIAP antagonists | human PMI inhibitors | Myeloid diff MLP GFP+ MAC1+ %
COc1ccc(CC(=O)OCC(=O)Nc2ncc(Cl)cc2Cl)cc1 | i | 2% | -2% | -4% | -8 | 1.1 | 0.4% | -13 | -0.3% | 10% | 1.4
CCC1SC2=NC(C)=C(C(=O)OCCOC)C(c3ccc(C(=O)OC)cc3)N2C1=O (stereo not given) | i | 11% | 2% | -7% | -6 | 1 | 1.1% | 9 | -19% | 9% | 2.2
Cc1ccc(-c2noc(CN(C)C(=O)Nc3ccc(F)cc3)n2)cc1 | i | 15% | 2% | 4% | 2 | 1 | 3.5% | -8 | -5.9% | 11% | 0.3
CCNC(=O)c1c(C)[nH]c(C(=O)OCC)c1C | i | 0% | -3% | 4% | -3 | 1.1 | 0.6% | 4 | -5.4% | -3% | 2.9
CC(C)Cc1cc(C(=O)NCCN2CCOCC2)no1 | i | 9% | 10% | 6% | 10 | 1 | 0.7% | -3 | -6.2% | 13% | 1.3
Cc1cc(C)nc(NS(=O)(=O)c2ccc(N/C=C/C(=O)c3ccc(Cl)c(Cl)c3)cc2)n1 | i | -10% | 6% | -16% | 15 | 1.1 | 0.7% | 2 | -3.1% | -10% | 0.2
CC(Sc1nc(N)c(NC(=O)c2ccc(Br)o2)c(=O)[nH]1)C(=O)O (stereo not given) | i | . | 6% | -4% | . | . | 1.6% | . | . | . | 1.7
CC(=O)Oc1ccccc1C1=NN(C(C)=O)C(c2ccccc2)C1 (stereo not given) | i | 9% | 2% | -2% | 7 | 1.3 | 3.1% | -8 | -6.2% | 10% | 0.2
Cc1cc(C)cc(OCC(=O)NNC(=O)c2cc3ccccc3oc2=O)c1 | i | 4% | -3% | 0% | -4 | 1.3 | . | -8 | -4.6% | 5% | 0.7
O=C(CN(CCc1ccccc1)C(=O)Cn1nnc(-c2cccs2)n1)NCc1ccco1 | i | 11% | 3% | 12% | 23 | 1.2 | -0.1% | 10 | -9.0% | 8% | 9.9
COc1ccc(NS(=O)(=O)c2ccc(NC(=O)Cc3cccs3)cc2)cc1 | i | 11% | 14% | 4% | 22 | 1.2 | 9.8% | 1 | -4.2% | -3% | 0.7
C=CCS(=O)(=O)N1CCCC(C(=O)c2cccc(Cl)c2)C1 (stereo not given) | i | 3% | 1% | 10% | 0 | 1 | 4.2% | 8 | -5.2% | 4% | 0.4
O=C(CSCc1ccc(C(=O)O)cc1)Nc1ccccc1 | i | 8% | -5% | -3% | -6 | 1 | 0.6% | 4 | -6.0% | 10% | 0.3
CCc1nnc(NC(=O)c2nn(-c3ccccc3)nc2C)s1 | i | . | 1% | -11% | . | . | 1.9% | . | . | . | 0.4
Cc1ccc(Nc2nc3ccccc3n3cnnc23)cc1Cl | i | . | -4% | 0% | . | . | 19% | . | . | . | 0.8
O=C(COc1ccc(Cl)cc1)Nc1ccc2[nH]ncc2c1 | i | . | -3% | -1% | . | . | 10.0% | . | . | . | 0.5
O=[N+]([O-])c1ccc(N2CCN(CC3CCCCC3)CC2)cc1 | i | . | 6% | 1% | . | . | 3.6% | . | . | . | 0.5
CC(C)Oc1ccc(C(CC(=O)O)NC(=O)Cc2ccc(Cl)cc2)cc1 (stereo not given) | i | . | -3% | 8% | . | . | 0.2% | . | . | . | 0.4
Cc1cc(N(C)C)ccc1N=Nc1ccc2ncccc2c1 | i | . | -4% | -2% | . | . | 0.7% | . | . | . | 1.0
COc1ccc(OC)c(C2NC(=S)NC(C)=C2C(=O)Nc2ccccn2)c1 (stereo not given) | i | 1% | -5% | 3% | 7 | 1 | 0.8% | 10 | -4.7% | -2% | 0.1
C/C(=N\NC(N)=O)C1CC(CC(C)C)C(=O)O1 (stereo not given) | i | -8% | 6% | 1% | 0 | 1.2 | -1.5% | 9 | -1.5% | -9% | 0.2
O=c1c2ccccc2n(CC(O)CN2CCOCC2)c2ccccc12 (stereo not given) | i | . | 0% | 6% | . | . | 1.5% | . | . | . | 0.5
Cc1nc(/N=C(\N)NC(=O)NC2CCCCC2)nc2ccccc12 | i | . | 6% | -2% | . | . | -1.0% | . | . | . | 0.0
COc1ccc(CC(C)N2CCN(c3ccccc3)CC2)cc1OC (stereo not given) | i | -3% | 3% | 3% | -1 | 1.1 | 1.4% | -1 | -0.4% | -9% | 2.1
